# Screening data from PubChem.
# ERp5 block: inhibitors of human ERp5; Q15084; ERp5 insulin aggregation, absorbance 650 nm, 90 min; inhibition, % at 9.99 µM; hit rate 0.05% among 350,000; AID 651711;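 active = mean replicate inhibition above about 25%, with every replicate also reaching it, limit read from the data, passing the limit was not always enough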
# Target sequence (Q15084 whole entry, looked up): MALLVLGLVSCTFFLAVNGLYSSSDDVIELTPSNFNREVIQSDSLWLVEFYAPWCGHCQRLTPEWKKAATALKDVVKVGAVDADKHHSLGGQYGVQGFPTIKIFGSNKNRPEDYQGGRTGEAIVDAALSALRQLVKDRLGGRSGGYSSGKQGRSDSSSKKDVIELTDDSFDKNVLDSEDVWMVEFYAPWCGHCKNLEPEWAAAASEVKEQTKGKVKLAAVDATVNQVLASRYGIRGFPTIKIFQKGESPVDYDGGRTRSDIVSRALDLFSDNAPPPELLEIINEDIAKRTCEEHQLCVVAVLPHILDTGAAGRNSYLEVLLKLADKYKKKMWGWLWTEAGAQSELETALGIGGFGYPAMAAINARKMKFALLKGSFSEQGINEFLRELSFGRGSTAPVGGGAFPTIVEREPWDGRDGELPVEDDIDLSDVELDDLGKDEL
# RAD54 inh: blocks human RAD54 Holliday junction branch migration | FAM/BHQ fluorescence | Q92698 | inhibition, % at 10.4 µM | hit rate 0.14% among 360,000;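 active = mean normalized replicate activity at least 40 and at least half of replicates scoring 40 or more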;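 note: 0% = median of neutral control wells and 100% = median of positive control wells; inhibitors cause a drop in the FAM fluorescence signal; in these data hits start at about 50%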
# S100A4 inh HTS: inhibitors of human S100A4 binding to myosin IIA peptide. S100A4/TAMRA-MyoIIA peptide fluorescence polarization. inhibition, % at 10.7 µM. hit rate 0.14% among 360,000;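 active = mean inhibition of at least 70% across replicates, with every replicate also reaching that level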
#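 Test system – S100A4 monomer (human) · Compound – single-point compound testing · Schedule – 5 min incubation before reading · Probe or stimulus – TAMRA-labelled myosin IIA heavy-chain peptide probe, 5 nM · Benchmarks – neutral control DMSO, positive control TFP · Medium – Calcium-containing HEPES buffer, pH 7.2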
# XiGFP reactiv: X-chromosome reactivation activator; XiGFP mouse fibroblasts, % GFP-positive cells imaging, 3 d; cells co-treated with 5-aza-dC sensitizer; scaled so ellipticine positive control = 100%; hit rate 0.055% among 360,000; activation, % at 7.58 µM;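 active = mean normalized replicate activation at least 10% and every replicate at or above 10%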;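 note: 0% = median of on-plate neutral control wells and 100% = ellipticine 6 µM median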
#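 System: 68-5-11 XiGFP fibroblast line; Timing: 3 days compound exposure; Compound dosing: one concentration, pinned; Benchmarks: positive control ellipticine, 6 µM final; Buffer or medium: DMEM containing 5-aza-dC.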
# ERAP1 inh: ERAP1 (human) enzyme inhibition; hit rate 0.15% among 340,000; recombinant ERAP1, Leu-AMC fluorescence, 60 min; inhibition, % at 10.7 µM;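 active = mean replicate inhibition of at least 30%, or all replicates individually reaching that 30% level; inactive = mean below 30% and not every replicate reaching it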;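 note: 0% = neutral control wells and 100% = L-leucinethiol positive control wells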
# E-sel inducer: E-selectin induction on HUVECs | P16581 | HUVEC E-selectin immunofluorescence imaging; normalized: neutral wells 0, TNF-alpha wells 100 | activation, % at 7.58 µM | hit rate 0.37% among 260,000 | AID 686992;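 active = mean E-selectin-positive cell signal at least 10% of the positive control, reached in at least 60% of replicates, without over 20% cell loss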;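 note: in these data hits start at about 27%; measured in HUVEC primary endothelial cells; signal is the percent of cells scored E-selectin positive by PE staining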
# Target sequence (P16581 whole entry, looked up): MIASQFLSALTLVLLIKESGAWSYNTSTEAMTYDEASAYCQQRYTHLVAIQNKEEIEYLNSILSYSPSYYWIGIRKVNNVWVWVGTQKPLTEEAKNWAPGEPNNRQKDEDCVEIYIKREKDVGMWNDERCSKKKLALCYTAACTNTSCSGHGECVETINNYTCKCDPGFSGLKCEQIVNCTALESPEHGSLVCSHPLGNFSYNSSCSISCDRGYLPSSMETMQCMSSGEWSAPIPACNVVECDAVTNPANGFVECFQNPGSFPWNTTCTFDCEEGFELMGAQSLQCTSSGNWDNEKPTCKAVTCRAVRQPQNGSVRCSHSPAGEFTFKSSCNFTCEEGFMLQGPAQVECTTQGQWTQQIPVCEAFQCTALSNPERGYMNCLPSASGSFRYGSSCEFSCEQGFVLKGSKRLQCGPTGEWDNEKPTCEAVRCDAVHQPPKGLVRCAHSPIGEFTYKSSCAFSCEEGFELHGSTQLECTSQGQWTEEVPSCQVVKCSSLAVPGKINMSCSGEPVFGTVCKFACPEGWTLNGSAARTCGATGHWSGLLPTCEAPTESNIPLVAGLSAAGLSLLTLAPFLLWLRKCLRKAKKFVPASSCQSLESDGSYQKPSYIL
#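 assay system = HUVEC, human umbilical vein endothelial cells | input = 3,000 HUVEC seeded per well | medium = EGM-2 growth medium on 0.1% gelatin-coated wells | dosing = one compound dose added by pin transfer | signal = immunofluorescence imaging | read-out basis = % PE-positive cells | control set = TNF-alpha, DMSO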
# esBAF inh: blocks esBAF chromatin remodeling in mouse ES cells | Bmi1-luciferase knock-in reporter, 24 h; 100% = twice the neutral-well signal | reporter increase, % at 12.5 µM | hit rate 2% among 350,000 | AID 602393; in the data active = activation above about 40%;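 note: 0% = median of the plate's neutral control wells and 100% = double that signal; a rise in the Bmi1 reporter signal indicates esBAF inhibition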
# RAD52 anneal inh: blocks human RAD52 DNA annealing; AID 651710; recombinant RAD52 DNA annealing, FRET fluorescence; inhibition, % at 18.7 µM; P43351; hit rate 0.46% among 360,000;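 active = every replicate showing at least 50% inhibition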
# * = called active by the depositor; nt = no result given.
# Start of the listing, in advance (2 entries):
SMILES,ERp5 block,RAD54 inh,S100A4 inh HTS,XiGFP reactiv,ERAP1 inh,E-sel inducer,esBAF inh,RAD52 anneal inh
O=C(NCC1CC1)Nc1cccs1,-5,nt,-11,0.1,6,0.1,-2,-10
COc1ccc(OC)c(NC(=O)CN2C(=O)COc3ccc(S(=O)(=O)N4CCCC4)cc32)c1,-2,-5,0,0.0,-6,1.3,-5,-2

# The listing, repeating the preview:
SMILES,ERp5 block,RAD54 inh,S100A4 inh HTS,XiGFP reactiv,ERAP1 inh,E-sel inducer,esBAF inh,RAD52 anneal inh
O=C(NCC1CC1)Nc1cccs1,-5,nt,-11,0.1,6,0.1,-2,-10
COc1ccc(OC)c(NC(=O)CN2C(=O)COc3ccc(S(=O)(=O)N4CCCC4)cc32)c1,-2,-5,0,0.0,-6,1.3,-5,-2
C[C@H](CO)N1C[C@H](C)[C@H](CN(C)Cc2ccc3c(c2)OCO3)Oc2ccc(NC(=O)Cn3cnnn3)cc2C1=O,-4,0,-12,-0.1,2,39*,-2,-10
O=C(Cn1cnnn1)Nc1cccc(S(=O)(=O)N2CCCCC2)c1,4,nt,-1,-0.1,-2,nt,nt,-6
Cc1ccc([C@H]2C[C@@H](O)[C@H](n3cc(COC(=O)c4ccccc4)nn3)CN2C(=O)C2CCCCC2)cc1,4,-8,-9,0.1,-2,0.0,-2,-1
CCOC(=O)c1c(C)oc2c1c(C=NCc1ccccn1)c(O)c1ccccc12,-2,nt,-2,0.1,2,nt,nt,-2
COc1ccc2c(c1)c(C(=O)CN1CCc3ccccc3C1)c(C)n2C,nt,23,-2,0.0,2,nt,nt,2
COc1ccccc1NC(=O)C(C)OC(=O)CCNS(=O)(=O)c1cccc(C(F)(F)F)c1 (configuration not stated),7,-18,-5,-1.0,1,0.2,-1,-7
CCN(CC)CCOC(=O)c1ccc(N/C=C(/C#N)c2nc(-c3cc4ccccc4oc3=O)cs2)cc1,2,-7,-6,0.2,5,nt,-8,3
COc1ccc(NC(=O)CN(C)C(=O)CSCC(=O)Nc2ccc(C)cc2)cc1,0,-4,-2,0.0,-2,1.7,9,-13
CCOC(=O)C1=C(C(=O)OCC)C2N(Cc3ccc(C(F)(F)F)cc3)c3ccccc3[C@@]23C[C@@H](C(=O)OC)N(S(=O)(=O)c2ccc(OC)cc2)C3=N1 (some centres not stated),0,nt,-1,-0.2,0,0.0,nt,-9
CN1C(N)=NC(=O)/C1=C/c1ccccc1F,0,nt,0,0.0,1,nt,nt,-7
COC(=O)c1ccc(-c2ccc(Cl)cc2)nc1C,nt,-6,nt,0.0,nt,1.1,21,nt
COc1ccc(C)cc1NC(=O)c1cc2c(CO)cnc(C)c2oc1=N,1,11,-3,0.0,nt,nt,5,-6
C[C@@H]1CN([C@H](C)CO)S(=O)(=O)c2ccc(-c3ccc(F)cc3)cc2O[C@H]1CN(C)C,-1,6,-19,-0.4,2,0.7,-1,0
COC(=O)c1c(-c2ccccc2Cl)noc1/C=C/N(C)C,0,-18,-11,7.5,7,nt,-4,-60
O=C(CCc1ccccc1)NNC(=S)NCc1ccc(Cl)cc1,-3,-2,-1,0.0,3,2.1,-11,-6
C[C@@H]1CN([C@H](C)CO)S(=O)(=O)c2ccc(-c3ccccc3)cc2O[C@@H]1CN(C)C(=O)c1ccc2c(c1)OCO2,-4,2,1,0.2,-1,0.3,-6,4
CC(C)C[C@@H](CNCC(=O)[C@H](CC(C)C)NC(=O)c1[nH]cnc1C(=O)N[C@@H](C)CN)NC(=O)c1nc[nH]c1C(=O)N[C@@H](C)C(=O)O,4,-17,-1,0.0,nt,0.0,-4,4
COc1ccccc1C(CNC(=O)CNC(=O)c1ccc(Cl)c(Cl)c1)N1CCCC1 (configuration not stated),1,5,-4,-0.1,-2,nt,10,-42
O=C(N[C@@H]1CC[C@@H](CCNS(=O)(=O)c2ccccc2)O[C@H]1CO)c1cccc(F)c1,2,-8,7,0.2,-4,0.3,-6,-6
COc1ccc(-c2csc(NC(=O)Nc3ccccc3)n2)cc1,1,-7,6,0.1,2,0.3,9,-10
CCCCn1c(N)c(N(CC(C)C)C(=O)C2CCN(C(=O)c3ccc(Cl)cc3)CC2)c(=O)[nH]c1=O,10,4,-2,0.0,5,-0.3,3,-10
C/C(=N\NC(=S)Nc1ccc(C)cc1)c1cc2ccccc2o1,-2,-7,0,0.1,-1,-0.2,nt,-18
Cc1nnc(SCC(=O)Nc2cc(S(C)(=O)=O)ccc2Cl)n1Cc1ccccc1,0,4,-1,0.2,0,0.5,-7,-10

# More compounds follow:
SMILES,ERp5 block,RAD54 inh,S100A4 inh HTS,XiGFP reactiv,ERAP1 inh,E-sel inducer,esBAF inh,RAD52 anneal inh
COc1ccc(NC(=O)CCN2C(=O)C3CC=CCC3C2=O)cc1S(=O)(=O)N1CCCCC1 (configuration not stated),0,-5,0,0.1,0,nt,nt,3
O=C(NNc1cc(N2CCOCC2)nc(N2CCOCC2)n1)c1ccc(Cl)c(Cl)c1,6,nt,-3,0.0,-3,1.9,nt,-6
CC(C)NC(=O)N(C)C[C@H]1Oc2ncc(C#Cc3ccncc3)cc2C(=O)N([C@@H](C)CO)C[C@@H]1C,-1,-7,-2,0.7,3,-1.0,-2,-13
CCN(CC)Cc1c(C(=O)N/N=C(\C)c2ccncc2)nnn1-c1nonc1N,-3,nt,-1,0.1,0,-0.2,nt,-2
CC1(C(=O)Nc2ccc3c(c2)OCCO3)CN(S(C)(=O)=O)CC(=O)N1Cc1ccco1 (configuration not stated),-5,nt,1,-0.1,nt,-7.0,nt,-12
COc1ccccc1C(=O)Nc1nc2cc3c(cc2s1)OCO3,-6,-2,1,-0.1,2,nt,57*,-13
COC(=O)C1=C(C)N(CCCC(=O)O)C(=O)NC1c1ccc([N+](=O)[O-])cc1 (configuration not stated),-3,-3,-1,0.8,-10,-0.2,4,-11
COc1ccccc1/C=C1\SC(=S)N(NS(=O)(=O)c2ccc(C)cc2)C1=O,1,0,-1,0.1,5,1.1,2,-21
Cc1cccc(NC(=O)CNC(=O)N2CC(=O)Nc3ccccc32)c1C,5,nt,-16,0.0,-4,14,-3,-17
COc1ccc(/C=C/C(=O)O)cc1S(=O)(=O)NCc1cccnc1,-1,5,-7,0.0,-1,-0.1,-9,-12
CCOC(=O)/C(=N\Nc1ccccc1Cl)N(C)C1CCS(=O)(=O)C1 (configuration not stated),4,nt,2,0.0,1,1.5,nt,-14
CO[C@H]1CC[C@@H]2CCN(C)C(=O)[C@@H](C)CN(C)C(=O)c3cccc(C#N)c3OC[C@H]1O2,3,-5,-7,0.0,-1,0.2,-5,nt
CC(C)CC#Cc1ccc([C@H]2[C@@H](CO)N3C(=O)CN(C(=O)Nc4ccc(F)cc4)C[C@H]23)cc1,-9,nt,-9,0.3,0,0.3,nt,-11
O=C(COC(=O)c1cnccn1)NC(=O)c1ccccc1,-5,-1,3,0.1,6,-2.6,-5,-10
Cc1nc2ccc(Br)cn2c1C(=O)N/N=C\c1ccccc1[N+](=O)[O-],-6,nt,1,0.2,-4,nt,nt,-17
CCCC(=O)Nc1ccc2c(c1)OC[C@@H](C)N(C(C)=O)C[C@H](C)[C@@H](OC)CN(C)C2=O,3,-3,5,-0.1,-1,-0.2,-4,9
O=C(COc1ccccc1)Nc1nc(-c2ccncc2)cs1,2,2,0,0.1,2,-0.2,6,-10
COc1ccc(-n2nc3c(c2NC(=O)c2ccccc2S(=O)(=O)C(F)F)CS(=O)(=O)C3)cc1,-6,12,-8,-0.1,-1,-0.2,-2,-17
CC1(C)C[C@@H]1C(=O)N/C(=C\CCCCSC[C@H](N)C(=O)O)C(=O)O,4,-8,1,0.0,-5,0.1,2,-9
COC(=O)C1(C)NC(c2ccc(O)cc2)C2C(=O)N(c3ccccc3)C(=O)C21 (configuration not stated),2,3,-1,0.0,-1,nt,4,-7
C[C@@H]1CN([C@H](C)CO)C(=O)c2cc(NC(=O)C3CCCCC3)ccc2O[C@H]1CN(C)C(=O)Nc1ccccc1,2,-6,-5,0.3,5,-0.1,-2,10
O=[N+]([O-])c1ccc(S(=O)(=O)Nc2ccncc2)cc1,0,2,-3,0.0,1,nt,-5,-6
C=CCOC(=O)C1=C[C@@H](c2csc3ccccc23)[C@H](CCCO)[C@@H](OCC)O1,nt,-6,nt,0.1,nt,-0.3,-6,nt
Cc1ccc(S(=O)(=O)N[C@@H]2CC[C@H](CCNC(=O)CN3CCOCC3)O[C@@H]2CO)cc1,5,3,-4,0.3,-2,-1.4,-3,5
CN(CC(=O)Nc1ccccc1C(=O)Nc1ccccc1)C1CCCCC1,6,5,-2,0.2,4,-0.2,1,-3

# Rewritten with each value named: part of the list above.
SMILES: COC(=O)C1=C(C)N(CCCC(=O)O)C(=O)NC1c1ccc([N+](=O)[O-])cc1 (configuration not stated)
- ERp5 block = -3
- RAD54 inh = -3
- S100A4 inh HTS = -1
- XiGFP reactiv = 0.8
- ERAP1 inh = -10
- E-sel inducer = -0.2
- esBAF inh = 4
- RAD52 anneal inh = -11
SMILES: COc1ccccc1/C=C1\SC(=S)N(NS(=O)(=O)c2ccc(C)cc2)C1=O
- ERp5 block = 1
- RAD54 inh = 0
- S100A4 inh HTS = -1
- XiGFP reactiv = 0.1
- ERAP1 inh = 5
- E-sel inducer = 1.1
- esBAF inh = 2
- RAD52 anneal inh = -21
SMILES: Cc1cccc(NC(=O)CNC(=O)N2CC(=O)Nc3ccccc32)c1C
- ERp5 block = 5
- RAD54 inh = nt
- S100A4 inh HTS = -16
- XiGFP reactiv = 0.0
- ERAP1 inh = -4
- E-sel inducer = 14
- esBAF inh = -3
- RAD52 anneal inh = -17
SMILES: COc1ccc(/C=C/C(=O)O)cc1S(=O)(=O)NCc1cccnc1
- ERp5 block = -1
- RAD54 inh = 5
- S100A4 inh HTS = -7
- XiGFP reactiv = 0.0
- ERAP1 inh = -1
- E-sel inducer = -0.1
- esBAF inh = -9
- RAD52 anneal inh = -12

# Continuation:
SMILES,ERp5 block,RAD54 inh,S100A4 inh HTS,XiGFP reactiv,ERAP1 inh,E-sel inducer,esBAF inh,RAD52 anneal inh
C=C1N(C)c2cc([N+](=O)[O-])c(N)cc2C1(C)C,-3,nt,-7,0.2,3,nt,nt,0
CC(=O)NC(c1cccs1)c1cc([N+](=O)[O-])c2cccnc2c1O (configuration not stated),-4,nt,5,0.0,2,nt,nt,-23
O=NN(CCc1ccncc1)c1ccc(OCc2ccccc2)cc1,0,-5,-2,0.0,-1,-2.5,-12,-17
Cc1ccc(-c2ccc3c(c2)O[C@@H](CN(C)C(=O)Nc2ccc(C(F)(F)F)cc2)[C@H](C)CN([C@H](C)CO)S3(=O)=O)cc1,0,7,3,-0.8,0,-0.8,6,0
COc1ccc(CCN(C)C(=S)Nc2cccc(C)c2)cc1OC,-1,-15,-4,0.1,0,nt,8,-18
O=C(COC(=O)/C=C/c1ccc(F)cc1)NC1CCS(=O)(=O)C1 (configuration not stated),2,-2,8,0.0,3,nt,nt,0
CCc1c(C)nc2c(Br)cccc2c1SCCC#N,-1,nt,17,0.0,4,nt,nt,4
Cn1c(-c2cnn(-c3ccccc3)c2N)n[nH]c1=S,-2,nt,-11,-0.1,3,nt,nt,1
C[C@@H]1CN([C@H](C)CO)C(=O)c2cc(C3=CCCC3)cnc2O[C@H]1CN(C)Cc1ccc(C(=O)O)cc1,2,5,7,-0.4,-9,0.5,1,8
